# Screening data (PubChem BioAssay)
# beta cell repl: induces beta-cell replication in MIN6 cells; MIN6 cells proliferation, ATPlite luminescence, 48 h; cells starved in 0.2% serum; 100% = growth in 10% serum; proliferation, % at 10 µM; 330,000 compounds, 0.29% hits; AID 2380;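 active means compounds whose signal lies at least 3.5 SD above the mean of all wells on their plate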;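 further: 0% = DMSO-treated cells in low-serum medium and 100% = 10% serum control; some compounds called inactive have numbers as strong as hits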
# mIAP act: mouse IAP activation. activation factor at 10 µM. 330,000 compounds, 0.24% hits. muIAP, CDP-Star luminescence, 30 min; stronger effect = higher value; 1 = vehicle-only enzyme signal, 0 = enzyme-free wells;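 active means activation factor of at least 2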; further: the source names both 10 and 20 µM as test concentration; values of inactives mirror those of a sister screen read the other way
#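 Assay system: mouse IAP enzyme; Reagent: CDP-Star chemiluminescent phosphatase substrate; Compound: DMSO-dissolved test compounds; Incubation: 30 min, room temperature; Technique: luminescence from enzymatic CDP-Star hydrolysis; Controls: DMSO-only wells and no-enzyme negative control.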
# hIAP activ: increases human intestinal alkaline phosphatase activity; P09923; purified human IAP, CDP-Star luminescence, 30 min; stronger effect = higher value; 1 = vehicle-only enzyme, 0 = enzyme-free background; activation factor at 10 µM; 330,000 compounds, 0.16% hits; AID 2524;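 active means activation factor of the enzyme at least 2-fold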; further: the source names both 10 and 20 µM as test concentration; values of inactives mirror those of a sister screen read the other way
# SENP1 FRET inh: inhibitors of human SENP1 SUMO protease catalytic domain; Q9P0U3; recombinant SENP1 catalytic domain, CyPet-SUMO1-YPet FRET cleavage; inhibition, % at 10 µM; 360,000 compounds, 0.21% hits;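 active means inhibition at least 30% at 10 µM, raw YFP signal under a set limit, fluorescence ratio 0.5 to 1.5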;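 further: 0% = enzyme with DMSO and 100% = no enzyme wells; some results filed as inactive read as strong as hits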
# Target sequence (Q9P0U3 419-644 limits assumed): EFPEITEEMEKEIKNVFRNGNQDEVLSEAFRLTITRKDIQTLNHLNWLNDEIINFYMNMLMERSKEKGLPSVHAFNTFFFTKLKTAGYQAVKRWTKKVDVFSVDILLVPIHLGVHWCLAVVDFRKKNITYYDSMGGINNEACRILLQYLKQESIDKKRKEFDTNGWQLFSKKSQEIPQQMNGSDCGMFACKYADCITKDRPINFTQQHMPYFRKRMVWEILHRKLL
#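 Assay system – human recombinant His6-tagged SENP1 catalytic domain enzyme · Input – SENP1 enzyme, 20 pM final · Buffer or medium – Tris pH 8 buffer plus EDTA, NaCl, BME, BSA, NP40, catalase · Schedule – 50 min reaction at room temperature · Technique – FRET read of cyan and yellow fluorescence · Control set – no-enzyme wells low, DMSO-plus-enzyme wells high control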
# mIAP inh: blocks mouse intestinal alkaline phosphatase; purified mouse IAP, CDP-Star luminescence, 30 min; 330,000 compounds, 0.2% hits; inhibition, % at 10 µM;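 active means inhibition of at least 40% at 10 µM in the primary screen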;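 further: plate controls were DMSO with enzyme for no effect and no enzyme wells for full effect; values of inactives mirror those of a sister screen read the other way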
# hIAP block: blocks human intestinal alkaline phosphatase | purified IAP, CDP-Star luminescence, 30 min | AID 2544 | inhibition, % at 10 µM | 330,000 compounds, 0.12% hits;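 active means inhibition reaching a set limit with compound at 10 µM in the primary screen, cut at about 35% in these data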;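 further: plate controls were DMSO wells with enzyme for no effect and no-enzyme buffer wells for full effect; values of inactives mirror those of a sister screen read the other way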
# A3A deaminase: human APOBEC3A DNA deaminase inhibition; recombinant A3A, FAM/TAMRA ssDNA deamination fluorescence; AID 493011; inhibition, % at 20 µM; 330,000 compounds, 0.41% hits; P31941;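 active means at least 40% inhibition at 20 µM here, with at most 30% in a related deaminase screen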;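 further: plate controls were A3A with DMSO for no effect and wells lacking A3A enzyme for full effect; some results filed as inactive read as strong as hits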
# Target sequence (P31941 whole entry, looked up): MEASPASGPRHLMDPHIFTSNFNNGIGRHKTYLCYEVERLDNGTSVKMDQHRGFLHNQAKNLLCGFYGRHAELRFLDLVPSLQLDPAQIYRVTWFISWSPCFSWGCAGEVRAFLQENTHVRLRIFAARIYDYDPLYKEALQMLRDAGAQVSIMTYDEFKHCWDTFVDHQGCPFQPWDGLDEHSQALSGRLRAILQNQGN
# A3G deaminase: blocks human APOBEC3G single-stranded DNA deamination; recombinant A3G, ssDNA deamination FAM/TAMRA fluorescence; Q9HC16; 330,000 compounds, 0.28% hits; inhibition, % at 20 µM;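 active means inhibition of at least 40% at 20 µM, with no more than 30% in the related APOBEC3A deaminase screen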;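 further: plate controls were DMSO wells with A3G for no effect and wells lacking A3G enzyme for full effect; some compounds called inactive have numbers as strong as hits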
# Target sequence (Q9HC16 whole entry, looked up): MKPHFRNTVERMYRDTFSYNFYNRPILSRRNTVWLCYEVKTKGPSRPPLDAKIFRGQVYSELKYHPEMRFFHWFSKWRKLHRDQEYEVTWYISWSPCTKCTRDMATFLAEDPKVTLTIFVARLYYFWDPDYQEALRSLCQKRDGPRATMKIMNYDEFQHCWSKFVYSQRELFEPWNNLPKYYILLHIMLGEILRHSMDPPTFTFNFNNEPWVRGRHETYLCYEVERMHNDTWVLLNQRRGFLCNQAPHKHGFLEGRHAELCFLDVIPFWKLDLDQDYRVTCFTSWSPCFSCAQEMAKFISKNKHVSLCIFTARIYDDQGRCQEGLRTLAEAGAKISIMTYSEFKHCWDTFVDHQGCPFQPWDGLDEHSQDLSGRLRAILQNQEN
# NALP3 yeast inh: blocks the NALP3 inflammasome reconstituted in yeast | inhibition, % at 10 µM | Yeast reconstituted NLRP3/ASC/caspase-1, beta-gal luminescence, 24 h | 330,000 compounds, 0.39% hits;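 active means inhibition of 50% or more; inactive means inhibition below 50%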;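 further: plate controls were induced DMSO wells for no effect and uninduced yeast grown without galactose for full effect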
# * = called active by the depositor; . = no result given. This is a subset. The share of hits here may be higher or lower than overall.
SMILES,beta cell repl,mIAP act,hIAP activ,SENP1 FRET inh,mIAP inh,hIAP block,A3A deaminase,A3G deaminase,NALP3 yeast inh
COc1ccc(Cl)cc1S(=O)(=O)N(C)CC(=O)NCc1ccccn1,-1,0.97,0.82,-1,3,18,-2,-8,-2
CCOC(=O)c1nn(-c2ccc(F)cc2)c(=O)c(C#N)c1C,-2,1.1,1.3,-12,-6,-26,-7,-6,15
Cn1ccc(NC(=O)Nc2cccc([N+](=O)[O-])c2)n1,-1,1.1,1,0,-12,-2,1,2,8
CC(C)Oc1ccc(CC(=O)NNC(=S)Nc2ccc(Br)cc2)cc1,0,0.97,2,2,3,-98,-9,-9,12
COc1cccc(CC2(CO)CCN(S(=O)(=O)N(C)C)CC2)c1,-1,1,0.96,0,-4,4,4,-4,9
Cc1ccc(S(=O)(=O)Nc2ccc3nc(C)sc3c2)cc1,-2,0.95,1,4,5,-2,-5,-10,22
Cc1nn(C)c(C)c1S(=O)(=O)N1CCCC(C(=O)NCC2COc3ccccc3O2)C1 (stereo not given),-1,0.92,0.95,1,8,5,2,5,8
COc1ccc(-c2csc(N(CC3CCCO3)C(=O)c3cccs3)n2)cc1 (stereo not given),-3,0.95,1.1,2,5,-5,-1,-2,25
Cc1ccccc1NC(=O)c1cc2c(C)nc3ccccc3c2o1,5,1,1,-15,-3,-1,-3,-8,24
Cc1cccc(C(=O)Nc2cccc(C(=O)N/N=C/c3ccncc3)c2)c1,1,0.97,0.97,0,3,3,-4,-4,14
CN(CCCCOc1ccc(F)cc1)Cc1ccccc1,2,1.1,1.1,-1,-10,-8,-4,-1,31
Cc1ccc(NC(=S)NCc2cccnc2)cc1,-2,0.93,1.1,0,7,-6,-4,-6,-7
Cn1c(CCN2CCN(c3ccccn3)CC2)nc2cc(NS(=O)(=O)c3ccccc3)ccc21,-2,1,1,0,-1,-2,-8,-7,-3
O=C(N[C@@H](Cc1ccccc1)C(=O)OCc1ccccc1)c1nc[nH]c1C(=O)NCc1ccccc1,-9,1,1.6,3,0,-59,2,14,6
CCCNC(=O)COCc1cc(-c2ccc3c(c2)OCO3)on1,-1,1,0.93,-1,-2,7,0,-5,-30
CCOC(=O)c1c([N+](=O)[O-])c(C)[nH]c(=O)c1C#N,-1,1.1,0.96,0,-6,4,11,4,10
CS(=O)(=O)c1ccc(Cl)c(NC(=O)CN2C(=O)C3CCCCC3C2=O)c1 (stereo not given),-5,1.1,1.1,-1,-10,-8,2,9,8
CCOC(=O)c1cc(NC(=O)N2CCCc3ccccc32)c(C)nc1C,5,1,0.93,-14,-4,7,6,2,19
O=[N+]([O-])c1cc(S(=O)(=O)N2CCCCC2)ccc1NCCN1CCOCC1,2,1.1,0.99,1,-7,1,-1,-4,21
CCOC(=O)CNC(=O)/C(=C\c1ccc(F)cc1)NC(=O)c1ccccc1,-3,1.1,0.98,0,-12,2,-6,-4,13
Cc1cc(C)c2c(=O)cc(C(F)(F)F)oc2n1,-1,1,0.92,1,-2,8,3,1,15
O=C(NC1CC2CCCC(C1)N2C(=O)Nc1cccc(F)c1)C1CC1 (stereo not given),7,0.98,0.88,1,2,12,-3,-8,4
COCCNC(=O)CCC1CCN(Cc2ccc(-c3ccccc3)cc2)CC1,-1,1,1.4,0,-4,-38,-5,-8,5
CCC1(C)Cc2c(C#N)c(N)n(N)c(=S)c2CO1 (stereo not given),-2,0.92,0.93,-44,8,8,-2,-4,6
C/C(=N\Nc1nc(C)c(C)s1)c1ccc([N+](=O)[O-])cc1,-3,0.98,0.88,7,2,12,-1,-8,18
Cc1ccsc1C(=O)OCC(=O)N1C(C)CCCC1C (stereo not given),-2,1.1,1.1,4,-13,-6,-1,-1,21
S=C(NCc1ccncc1)Nc1cccc(Cl)c1,0,1,1,0,0,-2,-5,-8,-6
COCCCn1c2nc3ccccc3nc2c2c(=O)n(Cc3cccs3)cnc21,-1,1.1,1.1,.,-6,-11,6,1,-5
COCCCN(C(=O)c1ccc2ccccc2n1)c1c(N)n(Cc2ccccc2)c(=O)[nH]c1=O,2,0.94,1,-15,6,0,10,-5,11
CC(C)(C)OC(=O)N1Cc2ccccc2C[C@H]1C(=O)NCC(=O)NC1CCCC1,-5,0.92,0.83,2,8,17,-1,-1,11
COc1ccccc1/C=C/C(=O)OCC(=O)Nc1ccc2c(c1)OCO2,-3,1,1.1,1,-3,-5,0,-6,16
CCCCOc1cccc(C2/C(=C(/O)c3ccc4c(c3)CC(C)O4)C(=O)C(=O)N2CCN2CCOCC2)c1 (stereo not given),-4,0.94,1.1,-2,6,-12,-5,-6,5
O=C(NC1CCCCC1)c1ccc2snnc2c1,0,0.91,1,0,9,-2,-1,-8,8
O=C(NCc1cccs1)C1CCN(S(=O)(=O)c2cccc([N+](=O)[O-])c2)CC1,-2,0.92,0.97,-1,8,3,-5,-9,20
CCc1cccc(NC(=O)c2ccc(NS(=O)(=O)c3c(C)noc3C)cc2)c1,0,1.1,0.94,-1,-8,6,3,2,8
CC(=O)Nc1ccc(OCC(=O)N(CC(C)C)C2CCS(=O)(=O)C2)cc1 (stereo not given),-2,1.1,0.92,2,-8,8,12,-5,5
CCN(C(=O)c1cc2c(=O)[nH]c3ccc(C)cc3c2s1)c1cccc(C)c1,-3,0.94,0.94,3,6,6,0,-4,-8
CCOc1ccc(Oc2ccccc2NS(=O)(=O)c2ccc(CCC(=O)O)cc2)cc1,-4,0.99,0.94,-3,1,6,9,-7,15
C=CCNC(=O)CCCCCNS(=O)(=O)c1ccc(OC)cc1,-2,0.97,0.86,1,2,14,-2,-7,14
CCOC(=O)c1ccc(CSc2nnc(C)n2N)o1,-2,1,1.1,-1,-1,-10,3,9,19
COc1ccc(-c2cc(=O)c3cc(O)ccc3o2)cc1,-3,1,0.91,4,0,9,5,-3,39
CCS(=O)(=O)N1CCN(C(=O)c2ccccc2)CC1,-4,0.95,1.1,1,5,-8,-5,-8,6
COc1ccc(N=C(C)c2sc3ccccc3c2O)cc1,-3,0.91,0.97,-102,10,3,0,-3,37
Cc1nc2c(cnn2-c2ccccc2Cl)c(=O)n1-c1ccc(C(C)C)cc1,-3,0.91,0.85,2,9,15,3,-1,10
C=CCn1c(C)cc(-c2csc(N)n2)c1C,4,0.7,0.83,-18,30,17,1,-5,13
COc1ccc(S(=O)(=O)N(C)CC(=O)Nc2ccccc2C(F)(F)F)cc1Cl,-1,1,1.1,1,-1,-6,1,-6,10
c1cc2c3c(cccc3c1)C(N1CCCCC1)=N2,0,0.99,0.99,-16,1,1,1,9,33
Cc1cccc(C(CC(=O)O)n2cccc2)c1 (stereo not given),-3,1.1,0.93,0,-7,8,-2,0,10
O=C(Nc1cccc(-c2cnc3ccccc3n2)c1)c1ccccc1,-1,0.91,0.8,2,10,20,-1,-3,6
O=c1c2ccccc2ncn1CCOCCOc1cccc(Br)c1,0,0.9,0.97,3,10,3,6,2,12
# Other compounds
SMILES,beta cell repl,mIAP act,hIAP activ,SENP1 FRET inh,mIAP inh,hIAP block,A3A deaminase,A3G deaminase,NALP3 yeast inh
O=C(NCc1ccco1)/C(=C\C=C\c1ccccc1)NC(=O)c1ccccc1Br,-2,0.95,1.1,0,4,-13,0,-5,22
COc1cccc(CNC(=O)CN2C(=O)COc3ccc(S(=O)(=O)N4CCCCC4)cc32)c1,-2,1.1,1.2,3,-6,-22,-5,-4,-2
COC(=O)C1C(=O)C2=C(CC1C)Nc1ccccc1NC2c1ccc(C)s1 (stereo not given),1,1.1,1.4,0,-9,-44,0,-12,0
CCC(=O)Nc1cccc(-c2cnc3ccccc3n2)c1,-1,1,1.1,0,-3,-6,-1,-5,17
O=C(c1ccccc1[N+](=O)[O-])N1CC2C3C=CC(C3)C2C1 (stereo not given),0,0.96,1.1,-1,4,-14,-3,-4,-12
COc1ccc(N2CCN(C(=O)COC(=O)c3c(-c4ccccc4)noc3C)CC2)cc1,-3,1,0.94,3,-2,6,0,-5,22
CC(C)C[C@H](NC(=O)NC(C)C)C(=O)O,1,0.94,0.97,1,6,3,-2,-6,4
O=C(NNC(=O)C12CC3CC(CC(Cl)(C3)C1)C2)c1csc(N2CCOCC2)n1,0,0.94,1.9,6,6,-94,-3,-7,-8
CC1(C)CC(C)(O)P(=O)(c2ccccc2)O1 (stereo not given),4,0.93,0.88,2,7,12,-1,1,-16
Cc1cc([N+](=O)[O-])nn1CCCC(=O)Nc1cc(Oc2ccccc2)cc([N+](=O)[O-])c1,0,0.89,0.95,2,11,5,-3,-5,4
COc1ccc2c(c1)OC[C@H]1[C@H]2N2C(=O)CNC(=O)[C@@]2(C)[C@H]1c1ccccc1,-3,0.91,1.1,.,9,-8,-2,1,3

# An excerpt of these results, tab-delimited.
SMILES	beta cell repl	mIAP act	hIAP activ	SENP1 FRET inh	mIAP inh	hIAP block	A3A deaminase	A3G deaminase	NALP3 yeast inh
Cc1cccc(C(CC(=O)O)n2cccc2)c1 (stereo not given)	-3	1.1	0.93	0	-7	8	-2	0	10
O=C(Nc1cccc(-c2cnc3ccccc3n2)c1)c1ccccc1	-1	0.91	0.8	2	10	20	-1	-3	6
O=c1c2ccccc2ncn1CCOCCOc1cccc(Br)c1	0	0.9	0.97	3	10	3	6	2	12
O=C(NCc1ccco1)/C(=C\C=C\c1ccccc1)NC(=O)c1ccccc1Br	-2	0.95	1.1	0	4	-13	0	-5	22
COc1cccc(CNC(=O)CN2C(=O)COc3ccc(S(=O)(=O)N4CCCCC4)cc32)c1	-2	1.1	1.2	3	-6	-22	-5	-4	-2
COC(=O)C1C(=O)C2=C(CC1C)Nc1ccccc1NC2c1ccc(C)s1 (stereo not given)	1	1.1	1.4	0	-9	-44	0	-12	0
CCC(=O)Nc1cccc(-c2cnc3ccccc3n2)c1	-1	1	1.1	0	-3	-6	-1	-5	17
O=C(c1ccccc1[N+](=O)[O-])N1CC2C3C=CC(C3)C2C1 (stereo not given)	0	0.96	1.1	-1	4	-14	-3	-4	-12
COc1ccc(N2CCN(C(=O)COC(=O)c3c(-c4ccccc4)noc3C)CC2)cc1	-3	1	0.94	3	-2	6	0	-5	22
CC(C)C[C@H](NC(=O)NC(C)C)C(=O)O	1	0.94	0.97	1	6	3	-2	-6	4
O=C(NNC(=O)C12CC3CC(CC(Cl)(C3)C1)C2)c1csc(N2CCOCC2)n1	0	0.94	1.9	6	6	-94	-3	-7	-8
CC1(C)CC(C)(O)P(=O)(c2ccccc2)O1 (stereo not given)	4	0.93	0.88	2	7	12	-1	1	-16
Cc1cc([N+](=O)[O-])nn1CCCC(=O)Nc1cc(Oc2ccccc2)cc([N+](=O)[O-])c1	0	0.89	0.95	2	11	5	-3	-5	4
